Screening results (PubChem BioAssay)
CaV13 FRET inh: Primary screen for inhibitors of IQ motif and Ca2+-dependent inactivation inhibitor domain binding in CACNA1D, Förster resonance energy transfer in living cells, …. HEK cells, CFP/YFP FRET ICDI-IQ, plate reader, 10 min; percent FRET-ratio fall versus neutral wells. inhibition, % at 12.3 µM. 340,000 tested, 0.098% active;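 active means mean replicate inhibition of at least 30% and at least 1% of replicates passing that level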;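 further: 0% = median of the neutral control wells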
ABCB6 inh MLPCN: human ABCB6 transporter inhibition. Q9NP58. K562-ABCB6 porphyrin accumulation, flow cytometry, 1 h; stronger effect = lower value. fluorescence ratio to DMSO, % at 10 µM. 360,000 tested, 0.19% active;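 active means fluorescence ratio to DMSO below 75%, the collection mean minus 3 SD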;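 further: signal is porphyrin accumulated inside mitochondria; 100% equals median channel fluorescence of DMSO control wells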
HTR2A ag: activates the mouse 5-HT2A serotonin receptor; CHO-K1 mHTR2A beta-arrestin complementation, luminescence; percent of 30 µM serotonin response; activation, % at 7.6 µM; 360,000 tested, 0.66% active; AID 624169;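 active means activation above a run cutoff, the mean activation of all tested compounds plus 3 SD, cut at about 14% in these data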;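 further: 0% = plate median of compound wells and 100% = 30 µM serotonin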
Target sequence (P35363 whole entry, looked up): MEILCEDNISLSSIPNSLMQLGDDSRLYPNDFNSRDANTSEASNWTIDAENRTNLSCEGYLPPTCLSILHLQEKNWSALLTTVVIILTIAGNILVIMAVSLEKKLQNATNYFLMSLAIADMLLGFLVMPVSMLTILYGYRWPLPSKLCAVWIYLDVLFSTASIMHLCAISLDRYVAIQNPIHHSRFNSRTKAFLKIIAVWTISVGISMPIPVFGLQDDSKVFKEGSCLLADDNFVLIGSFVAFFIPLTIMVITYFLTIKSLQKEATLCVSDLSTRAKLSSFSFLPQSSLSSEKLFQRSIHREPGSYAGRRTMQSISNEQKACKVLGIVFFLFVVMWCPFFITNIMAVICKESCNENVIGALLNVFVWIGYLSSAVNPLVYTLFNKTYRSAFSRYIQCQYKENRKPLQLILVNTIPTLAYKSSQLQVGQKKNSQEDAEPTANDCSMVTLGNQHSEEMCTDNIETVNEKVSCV
Glyco luc inh: blocks N-linked glycosylation in D54 reporter cells. D54 ERlucT glycosylation luciferase reporter, 24 h; percent of 100 nM tunicamycin response. reporter increase, % at 12.5 µM. 360,000 tested, 0.23% active. AID 588692;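 active means mean luciferase reporter signal, scaled so untreated is 0 and the glycosylation-blocking control 100, at or above a set limit in every replicate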;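 further: luciferase carries N-glycosylation sites so blocking glycosylation raises the light; 0% = median of neutral control wells and 100% = median of 100 nM tunicamycin wells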
Cardio protect: myocardial damage modulation in H9c2 cells; protection from H2O2 cell death, % at 20 µM; H9c2 cardiomyocytes, H2O2 injury protection, ATPLite, 2 h; 360,000 tested, 0.63% active;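 active means compounds giving at least 50% protection of heart cells from peroxide-induced death in the single-dose screen, raw or plate-pattern-corrected value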;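 further: 0% = DMSO wells with peroxide and 100% = DMSO wells without peroxide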
ABHD5-PLIN5 inh: inhibitors of human ABHD5-perilipin-5 interaction; inhibition, % at 4 µM; Split G. princeps luciferase complementation, luminescence, 4 h; 360,000 tested, 0.78% active; Q00G26+Q8WTS1; AID 602281;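 active means inhibition above the mean inhibition across every tested compound plus 3 SD, cut at about 22% in these data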;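 further: 0% = DMSO only wells and the 100% control is not disclosed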
MC4R barr agon: activates human MC4R beta-arrestin recruitment; 360,000 tested, 0.98% active; U2OS MC4R beta-arrestin complementation, luminescence; percent of melanotan II response, DMSO zero; AID 540308; P32245; activation, % at 8.9 µM;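 active means activation above a per-plate cutoff, the mean activation of sample wells on that plate plus 3 SD, cut at about 8% in these data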
PDI inh: PDI (human) enzyme inhibition; P07237; PDI insulin aggregation turbidity, A650, 90 min; inhibition, % at 10 µM; AID 588391; 350,000 tested, 0.052% active;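 active means mean inhibition across replicates of 30% or more, whatever share of single replicates reach that level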;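 further: absorbance from insulin aggregation driven by PDI reduction with DTT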
Target sequence (P07237 whole entry, looked up): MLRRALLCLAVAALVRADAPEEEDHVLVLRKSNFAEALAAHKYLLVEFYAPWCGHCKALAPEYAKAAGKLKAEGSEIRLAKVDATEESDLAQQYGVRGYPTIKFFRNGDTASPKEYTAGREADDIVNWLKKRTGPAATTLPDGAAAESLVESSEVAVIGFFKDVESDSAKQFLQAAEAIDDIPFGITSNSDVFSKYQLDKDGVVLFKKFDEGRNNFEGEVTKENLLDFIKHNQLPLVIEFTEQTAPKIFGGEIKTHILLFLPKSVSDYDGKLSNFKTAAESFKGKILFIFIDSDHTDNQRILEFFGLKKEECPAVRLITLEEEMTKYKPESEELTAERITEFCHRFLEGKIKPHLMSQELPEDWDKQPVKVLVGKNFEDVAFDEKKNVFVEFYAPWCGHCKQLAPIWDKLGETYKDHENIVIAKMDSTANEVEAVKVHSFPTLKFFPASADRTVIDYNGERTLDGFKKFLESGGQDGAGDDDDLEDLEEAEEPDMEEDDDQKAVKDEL
Exocytosis inh: blocks lytic granule exocytosis | TALL-104 LAMP-1 surface exposure, flow cytometry; cells stimulated with thapsigargin and PMA | inhibition, % at 10 µM | 360,000 tested, 0.66% active;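 active means inhibition above about 55%, limit read from the data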
MC4R antagonist: antagonists of human melanocortin 4 receptor (MC4R); P32245; MC4R-expressing cells, MTII-stimulated cAMP, LANCE TR-FRET; inhibition, % at 6.5 µM; 360,000 tested, 0.48% active; AID 540295;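 active means inhibition above its plate's cutoff, the mean of tested wells on that plate plus 3 SD, cut at about 29% in these data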;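 further: 0% = Melanotan II alone and 100% = Melanotan II plus saturating MCL0020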
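Material – human MC4R-expressing U2OS cells · Repeats – no replicates · Detection – TR-FRET with Eu-cAMP and labeled anti-cAMP, 671 nm · Times – compound 30 min, challenge 1 h, detection 1 h · Compound – single nominal compound dose of 6.5 µM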
Numbers without * were called inactive; nt = not tested or not shown.

Order of values: CaV13 FRET inh	ABCB6 inh MLPCN	HTR2A ag	Glyco luc inh	Cardio protect	ABHD5-PLIN5 inh	MC4R barr agon	PDI inh	Exocytosis inh	MC4R antagonist
1) COc1ccc(CS(=O)(=O)/C(Cl)=C(/Cl)C(=O)Nc2ccc(OC)nc2)cc1
 : nt	78	-8	-18	-40	41*	-2.2	5	84*	44*
2) NC(=O)c1ccc(NC(=O)COc2coc(CN3CCc4ccccc4C3)cc2=O)cc1
 : -4	101	3	-2	-4	5	-1.6	0	-7	-4
3) CCOC(=O)c1ccc(S(=O)(=O)NNC(=O)COc2ccc(C)cc2)cc1
 : -3	95	0	3	-3	-3	-1.1	-6	0	3
4) CCOc1ccc(Nc2oc(-c3ccco3)nc2C#N)cc1
 : -5	106	3	-1	-6	5	2.1	-1	1	9
5) O=C(/C=C/c1ccco1)Nc1ccc2nn(-c3ccccc3)nc2c1
 : -3	99	1	13	-3	10	-0.5	-1	2	14
6) CC(=O)Nc1ccc2c(c1)nc(CCN1CCN(C)CC1)n2C
 : -6	98	2	-1	6	14	-0.5	4	0	5
7) Cn1c(=O)n(C)c2cc([N+](=O)[O-])c(N3CCN(C(=O)c4cccc(Cl)c4)CC3)cc21
 : -14	101	-11	2	-2	5	-3.3	-10	3	10
8) CCCc1cc(=O)oc2c(C)c(OC3CCCCC3=O)ccc12 (centres undefined)
 : -16	96	0	0	0	0	-2.6	4	-6	2
9) CCN1CCN(c2ccc([N+](=O)[O-])c(Sc3nc4ccccc4[nH]3)c2)CC1
 : -5	104	-11	0	0	5	-1.3	4	0	-5
10) S=c1[nH]nc(-c2cccnc2)n1/N=C/c1ccco1
 : 3	101	-3	1	2	0	-0.6	0	-2	-1
11) NS(=O)(=O)c1ccc(N=Cc2c(O)n(-c3nccs3)c(=O)c3ccccc23)cc1
 : -1	97	1	1	52*	1	-1.0	2	3	10
12) C=CCn1c(=S)[nH]c2cc(C(=O)N3CCN(c4ccccc4OC)CC3)ccc2c1=O
 : -3	96	-10	0	6	-12	-4.2	-6	2	2
13) O=C(/C=C/c1cccnc1)/C=C/c1cccnc1
 : -2	102	3	-19	-21	95*	-3.0	-1	8	1
14) Cc1nccc(-c2ccc3c(c2)OCO3)n1
 : 0	88	-2	0	4	-2	-0.3	1	-3	18
15) CC(C)N(Cc1nc(-c2ccccc2)no1)C(=O)COc1ccccc1
 : -8	87	-2	-3	-6	-7	0.4	nt	6	1
16) O=S(=O)(Nc1nc2ccccc2nc1OCC(F)(F)F)c1cccs1
 : -3	97	2	0	1	0	-0.5	-2	-2	10
17) COc1cccc(C(c2nnnn2CS(=O)(=O)c2ccc(C)cc2)N2CCN(C)CC2)c1OC (centres undefined)
 : -4	95	-8	2	-7	-1	1.4	17	0	17
18) O=c1c(NCCc2ccc(Cl)cc2)c(-c2ccccc2)c1=O
 : -19	83	-4	0	8	6	1.5	7	4	1
19) O=C(CSCc1ccccc1Br)Nc1ccccc1
 : -3	103	2	0	-8	-11	-1.7	-11	-31	-1
20) Cn1nc(-c2ccc(OCC(N)=O)cc2)c2ccccc2c1=O
 : -4	98	4	4	0	2	0.1	-3	-1	4
21) Cc1nc2c(o1)CCc1ccccc1C2O (centres undefined)
 : -9	101	-1	3	0	-2	-0.2	1	-1	-1
22) CCCc1nnc(SCC(=O)N2CCCCC2)n1CC1CCCO1 (centres undefined)
 : -5	100	-6	1	7	0	-1.1	-3	-2	6
23) CCOC(=O)N1CCN(C(=O)C[C@@H]2C[C@@]3(C(=O)OCC)CCC=C3N(CCC3=CCCCC3)C2=O)CC1
 : -9	97	1	nt	nt	-3	nt	nt	-4	nt
24) Cc1ccc(NC(=O)[C@H](Cc2ccccc2)NC(=O)CC[C@H]2O[C@@H](n3ccc(=O)[nH]c3=O)[C@H](O)[C@@H]2O)cc1C
 : -9	98	-4	0	2	-7	nt	nt	-2	nt
25) C=C(C)CNC(=S)Nc1ccc(S(=O)(=O)Nc2cnc3ccccc3n2)cc1
 : -1	102	0	-3	-3	-1	2.7	-1	9	3
26) CCCCN1CCC(=O)NC1=O
 : -5	99	0	3	1	4	-1.7	-15	2	9
27) Cc1nnc(SCC(=O)c2ccccc2)n1Cc1ccccc1
 : -3	95	6	1	2	6	0.2	-1	3	2
28) COc1cc(OC)c(NS(=O)(=O)c2coc(C(N)=O)c2)cc1Cl
 : -5	99	1	2	3	4	-2.3	nt	-1	-1
29) CS(=O)(=O)CCC(C(=O)OCC(=O)c1ccc(Cl)cc1)N1C(=O)c2ccccc2C1=O (centres undefined)
 : -5	98	-2	2	3	-2	-2.5	2	10	11
30) O=C(Nc1ccc(F)c(Cl)c1)c1csc([C@H]2C[C@H](O)[C@@H](CO)O2)n1
 : -6	96	2	-2	0	2	-0.9	7	-12	-1

Look-ups from above.
Reading for compound 16 under MC4R antagonist: 10
Reading for compound 19 under MC4R antagonist: -1

Other compounds
Order of values: CaV13 FRET inh	ABCB6 inh MLPCN	HTR2A ag	Glyco luc inh	Cardio protect	ABHD5-PLIN5 inh	MC4R barr agon	PDI inh	Exocytosis inh	MC4R antagonist
31) Oc1cccc(Nc2nc(N3CCOCC3)nc(N3CCOCC3)n2)c1
 : -3	98	1	-8	11	25*	-0.1	12	14	8
32) O=C1NC[C@@H](CCCCN2C[C@H](Cc3ccc(O)cc3)N(CCC3CCCCC3)C(=O)C2=O)N(CC2CCCCC2)C1=O
 : -6	96	0	nt	nt	-51	nt	nt	0	nt
33) CN(C)NC(=S)Nc1ccc(Cl)cc1
 : -7	96	0	1	-5	-6	2.0	3	1	1
34) CCCc1cc2c(OC(=O)CC)c(-c3ccc(C(=O)OCC)o3)c(=O)oc2cc1OC
 : -6	99	6	3	-9	-11	-1.2	-2	18	6
35) CCSc1nnc(NC(=O)[C@H](C)NC(=O)c2ccccc2Cl)s1
 : -4	102	0	2	-2	-2	-2.0	4	1	0
36) O=C(NCCC(=O)N1CCN(C(=O)c2ccco2)CC1)c1ccc(Br)cc1
 : -15	100	12	1	-5	-8	-2.8	-5	-12	22
37) COc1ccc(CN2C(=O)C(C)Nc3ncnc(N4CCN(c5ccccn5)CC4)c32)cc1 (centres undefined)
 : -8	96	-20	-1	12	0	-5.8	3	-3	2
38) CC1=C(C(=O)Nc2ccccc2)C(c2ccc(C)cc2)N=C(Nc2nc3ccccc3o2)N1 (centres undefined)
 : -9	96	-6	23	13	-11	9.9*	-4	-1	-5
39) O=C(C1=C(O)C(=O)N(Cc2ccccc2)C1c1ccncc1)c1ccco1 (centres undefined)
 : 1	95	4	1	-1	9	-2.1	-9	-1	14
40) O=C(COC(=O)c1cnccn1)c1ccccc1
 : -4	92	1	-1	6	-2	-0.8	-4	-2	-3
41) COc1ccc(C)cc1NC(=O)CN(c1ccccc1)S(C)(=O)=O
 : -4	100	-8	2	3	3	-0.4	-1	-3	6
42) COC(=O)CC[C@@H](C(=O)O)N1C(=O)c2ccccc2C1=O
 : -5	89	2	0	5	2	-1.1	-2	2	2
43) CCOc1ccc(NC(=O)C(=O)NCc2ccncc2)cc1
 : -3	94	-1	2	4	3	-1.2	3	-6	0
44) Cc1occc1-c1nnc(SCC(=O)N2CCN(c3ccccc3)CC2)n1C
 : -5	89	1	0	1	7	-1.3	3	1	8
45) CC(C)(C)n1nnnc1C(c1ccccc1)N1CCN(C/C=C/c2ccccc2)CC1 (centres undefined)
 : -6	97	-3	-2	-2	5	nt	nt	-6	nt
46) CCC1Sc2ccccc2N(CC(=O)NCCC(C)C)C1=O (centres undefined)
 : -7	84	4	-1	2	2	-0.5	-5	-2	5
47) Cc1ccc(C(C)C)c(OCCn2c(=O)oc3ccccc32)c1
 : -6	99	-2	-3	-18	-1	4.2	-4	3	11
48) Cc1cc(N2CCOCC2)ccc1/C=C1\NC(=O)N(CC(=O)Nc2ccc(F)cc2)C1=O
 : -25	100	2	-2	-8	2	-1.2	3	0	-4
49) COc1ccc(NC(=S)/N=C(\N)Nc2nc(C)c3ccc(C)cc3n2)cc1
 : -15	94	-5	1	9	-26	-1.0	-3	0	-4
50) COc1ccccc1CNC(=O)CCCNC(=O)c1ccc(Cl)cc1
 : -4	96	3	-1	2	1	0.7	2	5	4
51) COc1ccc(NC(=O)c2ccc(OC)c(S(=O)(=O)N3CCCCC3C)c2)cn1 (centres undefined)
 : -6	96	0	-2	-1	-5	0.2	4	-10	3
52) Cc1ccc2c(NC(=O)c3ccco3)cccc2n1
 : -6	99	-3	1	4	-3	-0.2	1	-3	11
53) O=C(COC(=O)COc1ccccc1)NCc1ccco1
 : -14	92	8	0	4	8	0.1	-17	-13	5
54) S=c1[nH]nc(-c2cccc(Br)c2)o1
 : -4	101	3	1	0	2	-3.2	-1	0	46*
55) COC(=O)[C@@]1(Cc2ccc(OC)cc2)[C@H]2c3cc(C(=O)N4CCCC4)n(Cc4ccccc4)c3C[C@H]2CN1C(=O)c1ccccc1
 : -8	122	0	nt	nt	6	nt	nt	-4	nt
56) Nc1ccc(CSc2ccc(Cl)cc2)cc1
 : 0	99	2	1	-3	6	0.4	-1	0	-1
57) CC(=O)N1c2ccc(S(=O)(=O)NCC3CCC(C(=O)NC4CCCCC4C)CC3)cc2CC1C (centres undefined)
 : -13	98	4	-3	0	0	-1.5	-5	4	6

Laid out differently: results already given.
#	SMILES	CaV13 FRET inh	ABCB6 inh MLPCN	HTR2A ag	Glyco luc inh	Cardio protect	ABHD5-PLIN5 inh	MC4R barr agon	PDI inh	Exocytosis inh	MC4R antagonist
53	O=C(COC(=O)COc1ccccc1)NCc1ccco1	-14	92	8	0	4	8	0.1	-17	-13	5
57	CC(=O)N1c2ccc(S(=O)(=O)NCC3CCC(C(=O)NC4CCCCC4C)CC3)cc2CC1C (centres undefined)	-13	98	4	-3	0	0	-1.5	-5	4	6

5 structures from above, arranged by heavy-atom count, highest first.
Order of values: CaV13 FRET inh	ABCB6 inh MLPCN	HTR2A ag	Glyco luc inh	Cardio protect	ABHD5-PLIN5 inh	MC4R barr agon	PDI inh	Exocytosis inh	MC4R antagonist
12) C=CCn1c(=S)[nH]c2cc(C(=O)N3CCN(c4ccccc4OC)CC3)ccc2c1=O
 : -3	96	-10	0	6	-12	-4.2	-6	2	2
36) O=C(NCCC(=O)N1CCN(C(=O)c2ccco2)CC1)c1ccc(Br)cc1
 : -15	100	12	1	-5	-8	-2.8	-5	-12	22
22) CCCc1nnc(SCC(=O)N2CCCCC2)n1CC1CCCO1 (centres undefined)
 : -5	100	-6	1	7	0	-1.1	-3	-2	6
33) CN(C)NC(=S)Nc1ccc(Cl)cc1
 : -7	96	0	1	-5	-6	2.0	3	1	1
26) CCCCN1CCC(=O)NC1=O
 : -5	99	0	3	1	4	-1.7	-15	2	9

Outcome played no part in choosing rows. About 4.2% of those tested had a hit in this group.
